# Source: PubChem BioAssay
# SSB-PriA inh = inhibitors of Klebsiella pneumoniae PriA binding to SSB C-terminal tail, primary screen, biochemical, AlphaScreen; AlphaScreen SSBct-PriA binding, biotinylated peptide; PriA–SSB C-terminal tail interaction (Klebsiella pneumoniae); hit rate 0.6% among 430,000; inhibition, % at 33 µM; AID 1272365, 2023; in the data active = inhibition mostly above about 37%, no sharp cut-off; inactive = mostly below about 20%;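 note: plate controls were negative control peptide for no effect and reference peptide for full effect; strong numbers were not always called active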
# Active calls of the source: *; & = joins results of further samples.
SMILES,SSB-PriA inh
O=C(NCc1nn(C2CCCC2)c2c1CCCC2)C1CC(=O)N(c2ccc(F)cc2)C1 (configuration not stated),-5.0
Cc1csc2nc(-c3cccc(NC(=O)c4cccc5ccccc45)c3)cn12,14.0
COCCN1CCC(NC(=O)c2cccn(C)c2=O)CC1,-15.0
CCNC(=S)NN=Cc1sc(N2CCCCC2)nc1-c1cccs1,-4.6
CCOc1c(C)cc(S(=O)(=O)Nc2ccc3c(c2)CC(=O)N3)cc1C,23.0
Cc1ccc2[nH]c(=O)c(C=O)cc2c1,1.0
CC(=NNC(=S)NCCc1ccccc1)c1ccc(O)cc1O,13.7
COC(=O)c1ccc(C(=O)NC2CCN(c3cc(C(F)(F)F)ncn3)CC2)cc1,6.0
NC(=O)CCSCCC(N)=O,-6.0
Cc1cc(SCC(=O)N2CC(C)OC(C)C2)ncn1 (configuration not stated),5.0
COc1ccccc1C(=O)ON=C(c1ccncc1)c1ccc([N+](=O)[O-])cc1,-16.9
Cn1c(=O)[nH]c(=O)c2c1nc1n2CCCN1c1ccc(S(N)(=O)=O)cc1,-8.0
Cc1ccc(-c2ccc(=O)n(CCCNS(=O)(=O)c3ccc(F)cc3F)n2)cc1,2.0
Cn1c(=O)c2c(SCC(=O)Nc3nc4ccccc4s3)ccnc2n(C)c1=O,6.0
COC(=O)c1ccc(C(=O)NCCCn2ccnc2-c2ccccc2)cc1,-14.0
O=C(Cn1nc(-c2cccs2)n(C2CC2)c1=O)Nc1cccnc1,-10.0
COc1ccccc1Cn1c(N)c(C(N)=O)c2nc3ccccc3nc21,-8.0
O=C(COc1ccc(Cl)cc1)NC[C@@H](c1ccsc1)N1CCc2ccccc2C1,-2.0
O=C1c2cccc3cccc(c23)C(=O)N1CCc1ccc(S(=O)(=O)NCCc2ccccc2)cc1,-3.0
O=C(Cn1nc(-c2ccco2)ccc1=O)NCc1ccco1,0.0
COc1ccc(-c2csc(NC(=O)CN3C(=O)c4ccccc4C3=O)n2)cc1OC,-6.0
O=C(Cn1nc(-c2ccco2)c2sc(N3CCCCC3)nc2c1=O)NCc1ccc2c(c1)OCO2,-13.0&-10.0
CC(=O)c1cccc(NC(=O)CSc2nnc3cc(C)c4ccccc4n23)c1,3.0
O=C(NCCC(O)c1ccsc1)C1(c2ccc(Cl)cc2)CCCC1 (configuration not stated),3.0
NC(=O)C[n+]1ccc2ccccc2c1,3.0
c1cncc(-c2nnc(-c3csc4c3CCCC4)o2)c1,-15.0
CCOC(=O)C1=C(C)NC2=C(C(=O)CC(C)(C)C2)[C@H]1c1ccccc1C(F)(F)F,-15.0
C=CCn1c(=NC(=O)c2nc3ccccc3s2)sc2cccc(OC)c21,3.0
COC(=O)C(=NNc1ccc2c(c1)OCCO2)C(=O)OC,-8.0
COc1ccc(N2CC(CNC(=O)c3cccs3)OC2=O)cc1 (configuration not stated),-8.0&2.0

# Given as labelled records: 4 of the compounds above
Structure: COc1ccc(-c2csc(NC(=O)CN3C(=O)c4ccccc4C3=O)n2)cc1OC
  SSB-PriA inh: -6.0

Structure: O=C(Cn1nc(-c2ccco2)c2sc(N3CCCCC3)nc2c1=O)NCc1ccc2c(c1)OCO2
  SSB-PriA inh: -13.0&-10.0

Structure: CC(=O)c1cccc(NC(=O)CSc2nnc3cc(C)c4ccccc4n23)c1
  SSB-PriA inh: 3.0

Structure: O=C(NCCC(O)c1ccsc1)C1(c2ccc(Cl)cc2)CCCC1 (configuration not stated)
  SSB-PriA inh: 3.0

# (listing goes on)
SMILES,SSB-PriA inh
CCc1cccc2sc(NC(=O)C3CCCCN3S(C)(=O)=O)nc12 (configuration not stated),-4.0
CCc1nc(-c2ccc(-n3ccc(C(=O)N4CCN(c5ccc(F)cc5)CC4)n3)cc2)no1,5.0
CC(=O)c1cccc(NC(=O)C2CCCN(c3ccc(-c4ccccc4)nn3)C2)c1 (configuration not stated),3.0
CCOc1cc(Nc2ccc(NS(=O)(=O)c3ccccc3F)cc2)nc(C)n1,13.0
COc1ccc(OC)c(-c2nnc(NC(=O)CCS(=O)(=O)c3ccc(Cl)cc3)o2)c1,6.0
CS(=O)(=O)c1ccc(C(=O)Nc2sc3c(c2C(N)=O)CCCCC3)cc1,-9.0
Cc1nc(C)c(C(=O)NCC2CCCN2c2ccccc2)s1 (configuration not stated),7.0
O=c1c2nnc(-c3ccc(Cl)cc3)n2ccn1-c1ccc(F)cc1,2.0
Cc1cnc(C(=O)N[C@H]2CCN(c3ccccn3)C2)cn1,-4.0
Cc1ccsc1C(=O)NN=C/C=C/c1ccccc1[N+](=O)[O-],-2.8
COc1ccccc1Oc1c(C)oc2cc(OCC(N)=O)ccc2c1=O,2.0
Cc1ccc(-n2c(C)cc(C=NNC(=O)CC3(C)OCCO3)c2C)c(C)c1,17.9
CC(C)c1ccc(-c2csc3ncnc(NCCO)c23)cc1,-5.0
CCOC(=O)c1nn(-c2ccc(F)cc2)c(=O)cc1OCC(=O)NC1CCCC1,5.0
CCOC(=O)c1c(NC(=O)c2cc(C)nn2C)sc2c1CCC2,-6.0
COc1ccc(S(=O)(=O)C2CN(C(=O)CSC3CCCC3)C2)cc1,-4.0
COC(=O)C1C(=N)Oc2cc(C)n(Cc3cccnc3)c(=O)c2C1c1ccccc1Cl (configuration not stated),-4.0
CC(=NN1C(=O)c2ccccc2C1=O)c1cccc([N+](=O)[O-])c1,-1.4
CCn1ccc(C(=O)N(Cc2ccccn2)c2nc3c(C)c(Cl)ccc3s2)n1,-16.0
O=C1NCCN1C(=O)N(CCc1cccs1)C1CC1,-9.0
O=C(NN1C(=O)CSC1=S)C(c1ccccc1)c1ccccc1,9.0
COc1ccc(Br)cc1CCC(=O)N1C2CCC1CC(SC)C2 (configuration not stated),3.0
CC(C)(NO)C(=NO)c1cccs1,-5.0
COc1cc(Cl)c(S(=O)(=O)n2cnc3cc(C)c(C)cc32)cc1Cl,-5.0&0.0
O=C(OCc1nc2ccccc2s1)c1nc2ccccc2s1,-3.0
COc1ccc(-c2ccc(SCc3ccccc3F)nn2)cc1OC,2.0
O=C(Nc1cccc(C(F)(F)F)c1)N(CCc1ccccc1)Cc1ccccn1,-18.0
O=C(NCCn1ccc(-c2ccccn2)n1)c1ccsc1,7.0
COc1ccc(NC(=O)CSc2nnc(-c3cccs3)n2-n2cccc2)cc1,1.0
CCn1cc(C(=O)NCCc2csc(-n3cccn3)n2)c(=O)c2ccc(C)nc21,11.0
COCCn1cc(NC(=O)NCCC2=CCCCC2)c2ccccc21,8.0
COc1ccc(Cl)cc1NC(=O)CSc1nc(C2CCCC2)nc2c1c(=O)n(C)c(=O)n2C,-23.0
COc1ccc(C)cc1S(=O)(=O)NCCNc1ccc(Nc2cccc(C)n2)nn1,-7.0
O=C(CS(=O)(=O)c1cn(Cc2ccc(Cl)cc2)c2ccccc12)Nc1nc2ccccc2s1,21.0
Cc1ccc(C)c(Cn2cnc3c(-c4cccc(Cl)c4)csc3c2=O)c1,-5.0
CC(=O)Nc1ccc(NC(=O)c2c(F)c(F)c(F)c(F)c2F)cc1,-8.0
NC(=S)NN=Cc1ccc(-c2cccc(Cl)c2Cl)o1,19.8
O=C(NC[C@H](O)Cn1ccccc1=O)c1ccco1,-6.0
COc1ccc(C(C)=NOCC(=O)N=Nc2c(O)[nH]c3ccc(Br)cc23)cc1,4.6
CCOC(=O)Cc1csc(NC(=O)C2CCN(c3ccc(-c4ccco4)nn3)CC2)n1,2.0
O=c1nc(NCCO)ccn1-c1nc(-c2ccccc2)oc1-c1ccccc1,12.0
NCC(=O)Nn1cnnc1CN,98.0*
O=S(=O)(NCC[C@H](O)c1ccco1)c1ccc2c(c1)OCCO2,-15.0
COc1ccc(S(=O)(=O)NN=C(C)c2ccc(Cl)cc2)cc1,-7.8
COc1ccc(Br)c(C(=O)N2CCC(COCc3ccc(F)cc3)CC2)c1,-8.0

# Quoted at random: three records from the list
SMILES,SSB-PriA inh
O=c1nc(NCCO)ccn1-c1nc(-c2ccccc2)oc1-c1ccccc1,12.0
COc1ccc(C(C)=NOCC(=O)N=Nc2c(O)[nH]c3ccc(Br)cc23)cc1,4.6
CCOC(=O)Cc1csc(NC(=O)C2CCN(c3ccc(-c4ccco4)nn3)CC2)n1,2.0

# The listing continues.
SMILES,SSB-PriA inh
NC(=O)c1n[nH]nc1N,-12.0
CCOc1ccccc1C(=O)Nc1c(-c2ccc(OC)c(OC)c2)nc2cc(C)ccn12,-2.0
Cc1ccc2nc(C)c(C(=O)NN=Cc3cccc([N+](=O)[O-])c3)cc2c1,-2.4
N#CCCSc1ccccc1NC(=O)/C=C\c1cccc([N+](=O)[O-])c1,8.0
Cc1nc2ccccn2c1C(=O)NCC1CCN(C(=O)COc2ccccc2)CC1,-23.0
CCc1cccc(OCC(O)Cn2c(-n3nc(C)cc3C)nc3c2c(=O)n(C)c(=O)n3C)c1 (configuration not stated),10.0
C=CCn1c(-c2ccccc2)c(NC(=O)c2ccccc2)sc1=Nc1cccc(C(F)(F)F)c1,-7.0
CC(=NNc1ccccc1[N+](=O)[O-])c1ccccc1O,31.9
O=[N+]([O-])c1ccc(NN=Cc2ccc(OCc3cccc4ccccc34)cc2)nc1,-6.5
COc1ccc(CNC(=O)C(=O)NCC(c2ccsc2)N2CCc3ccccc3C2)cc1 (configuration not stated),-15.0
O=C(CCN1C(=O)c2ccccc2C1=O)N1CCOCCOCCN(C(=O)CCN2C(=O)c3ccccc3C2=O)CCOCC1,-5.0
O=C(O)c1cc(-c2cccnc2)on1,0.0
COc1ccc(-n2c(C)nc3ccc(NC(=O)c4ccc(F)c(F)c4)cc3c2=O)cc1,1.0
Cc1nc(/C=[N+](\[O-])C(C)(C)C=NO)n(O)c1C,-6.9
Cc1c(Cl)ccc2sc(N(CCCn3ccnc3)C(=O)c3ccco3)nc12,69.3*
O=C(CCc1ccc(C(F)(F)F)cc1)NC[C@H](O)c1csc2ccccc12,-20.0
O=C(CC1CCCCN1S(=O)(=O)c1cccs1)Nc1ccc(F)cc1 (configuration not stated),13.0
O=C(NC(=O)c1ccccc1)Nc1ccc(SC(F)(F)F)cc1,-10.0
c1cc2cccc3c4cccc5cccc(c(c1)c23)c54,-4.0
CC(=NNC(=O)C(O)c1ccccc1)c1ccc(C)s1 (configuration not stated),2.0
CC(=NNC(=O)c1ccoc1C)c1cccc(NC(=O)C2CC2)c1,-11.2
Cc1cccn2cc(CCNS(=O)(=O)c3ccc(F)cc3)nc12,-1.0
COc1ccc(S(=O)(=O)NCC2CCCO2)cc1N(C)S(=O)(=O)c1ccccc1 (configuration not stated),8.0
COc1ccc([C@H]2CCCCN(C(=O)COCc3ccccc3)C2)cc1,-5.0
O=C(c1ccccc1NS(=O)(=O)c1ccccc1)N1CCN(c2nc3ccccc3s2)CC1,1.0
c1ccc(P(=Nc2ncn[nH]2)(c2ccccc2)c2ccccc2)cc1,-1.0
O=C(NCCCN1CCCC1)[C@H]1CC(=O)N(c2ccc(F)c(Cl)c2)C1,1.0
CC1CCC(NC(=O)c2ccc3c(=O)nc4c(-c5ccc(Cl)cc5)n[nH]n4c3c2)CC1 (configuration not stated),-15.0
COc1cc(OC)cc(C2=NN(C(=O)CCCC(=O)O)[C@H](c3ccc(F)cc3)C2)c1,-2.0
CCCCN(C(=O)C(=O)c1c[nH]c2ccccc12)c1ccccc1,5.0
CCNc1cc(NCCNC(=O)Cc2ccc(OC)cc2)nc(C)n1,-5.0
Cc1nnsc1C(=O)N1CCCC(Oc2nccnc2N(C)C)C1 (configuration not stated),-7.0
Cc1cc(OC2CN(C(=O)c3c(-c4ccccc4Cl)noc3C)C2)cc(=O)o1,-7.0
CC(C)Sc1ccc(NC(=O)C2CC2)nn1,-3.0
COc1ccccc1NC(=O)C(=O)NCCc1ccoc1,1.0
O=[N+]([O-])c1cc(C=NNc2nc(N3CCOCC3)nc(N3CCOCC3)n2)ccc1Cl,-7.4
CC(C)=NN=c1scc(C)n1Cc1ccco1,0.3
CCn1ccc(C(=O)N2CCN(c3nc4c(C)cccc4s3)CC2)n1,-8.0
COc1cc(NC(=O)CSc2ccc(-c3cccs3)nn2)cc(OC)c1,-3.0
COC(=O)Nc1ccc(S(=O)(=O)NCC2(c3ccc(OC)cc3)CCCC2)cc1,-1.0
COC(=O)c1ccc(C(=O)Nc2nnc(Cc3ccc(SC)cc3)o2)cc1,-2.0
CC(C)NC(=O)Cc1ccc(-n2c(=O)c3ccccc3n(CC(=O)NCc3ccco3)c2=O)cc1,1.0&9.0
Cc1cc(NC(=O)N2CCCCC2)no1,-2.0&-1.0
O=C(NCCC1=CCCCC1)C(=O)NCC(c1cccs1)N1CCc2ccccc2C1 (configuration not stated),-40.0&-1.0
COc1cccc(C=Nn2c(N)c(S(=O)(=O)c3cccs3)c3nc4ccccc4nc32)c1,-9.1
COc1cccc(NC(=O)Cn2cccc(-c3nc(-c4ccc(Br)cc4)no3)c2=O)c1,-10.0
O=C(CSc1ncccn1)NCc1cncc(-c2ccsc2)c1,-6.0
CCOc1ccc(Br)cc1C(=O)NN=Cc1cccc(C)n1,-1.0
O=S(=O)(c1ccc2c(c1)CCO2)N1CC[C@H](Oc2cnccn2)C1,-6.0
O=C(Nc1ccc(-c2nc3ccccc3[nH]2)cc1)C1=COCCO1,-4.0
O=C(NC1CCN(c2ccc(-c3ccccc3F)nn2)C1)C1(c2ccccc2)CC1 (configuration not stated),-10.0
O=S(=O)(/C=C/c1ccccc1)NCc1cnn2ccccc12,-3.0
COc1ccc(N2CCN(C(=O)C3(c4cccs4)CCCC3)CC2)cc1,10.0
COc1ccc(CCN2C(=O)CSC2=NNC(=O)c2ccc(C(C)(C)C)cc2)cc1OC,-8.5
O=S(=O)(NCC1CCN(Cc2cccs2)CC1)c1ccccc1,-8.0
O=S(=O)(c1ccccc1Br)N(Cc1ccoc1)Cc1cccs1,-8.0
CC(=O)Nc1sccc1C#N,-3.0
Cc1ccc(OC2CCN(C(=O)Cc3cn(C)c4ccccc34)CC2)nn1,-7.0
CC(CCC(C)C)=NNC(=O)COc1ccccc1-c1ccccc1,-4.7
CC(=O)N1CCN(C(=O)Cc2csc(Nc3cccc(Cl)c3)n2)CC1,-1.0

# Only part of the results is shown, so the mix of outcomes need not match the whole.
